tim23-1 inh: growth inhibitors of tim23-1 mutant yeast, primary screen, luminescence, uHTS. S. cerevisiae tim23-1 growth, BacTiter-Glo luminescence, 24 h. inhibition, % at 20 µM. actives 1.3% (n = 330,000). AID 463212, 2010;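 active = growth inhibition of the mutant yeast at or above 50%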;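 note: temperature-sensitive mutant grown at 25 °C; plate controls were DMSO-treated mutant yeast for no effect and medium wells lacking yeast for full effect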
UPR CHOP act: activators of apoptotic CHOP UPR arm, primary screen, cell-based, CHO-CHOP luciferase reporter, luminescence, uHTS | actives 0.34% (n = 330,000) | AID 449763, 2010 | UPR activation; percent of tunicamycin response over DMSO baseline | activation, % at 10 µM;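 active = at 10 µM dose, activation of 40% or more, normalized to positive control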;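 note: 100% = tunicamycin at 10 µg/mL and 0% = DMSO alone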
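System: CHO-CHOP luciferase reporter cell line; amount: 500 cells/well; buffer or medium: F12 medium containing 10% fetal bovine serum; incubation: 6 h compound exposure at 37 °C after overnight seeding; measured by: luciferase luminescence after 10 min with Steady-Glo reagent; evaluation: % reporter activation, DMSO baseline versus tunicamycin full activation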
Mdm2-MdmX inh: inhibitors of human Mdm2-MdmX association, primary screen, cell-based, luminescence, split luciferase, SaOS-2, uHTS | actives 3% (n = 330,000) | Protein Mdm4 (Homo sapiens) + E3 ubiquitin-protein ligase Mdm2 (Homo sapiens), … | SaOS-2 split-luciferase Mdm2/MdmX complementation | inhibition, % at 8 µM | AID 485346, 2010;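 active = inhibition of at least 50% at 8 µM in the primary screen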
UPR XBP1 act: activators of adaptive XBP1 UPR arm, primary screen, cell-based, CHO-XBP1 luciferase reporter, luminescence, uHTS. activation, % at 20 µM. actives 0.33% (n = 330,000). IRE1-XBP1 UPR activation; percent of tunicamycin response, DMSO as zero;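 active = versus positive control, 20 µM dose yields 30% or more activation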;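 note: 100% = tunicamycin at 10 µg/mL and 0% = DMSO only wells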
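Signal: luciferase luminescence; Assay system: CHO-XBP1 luciferase reporter cells; Amount: one thousand reporter cells per well; Dosing: 20 µM single concentration, DMSO 1%; Benchmarks: high control tunicamycin 10 µg/mL final, low control DMSO vehicle only; Schedule: 6 h compound exposure at 37 °C, 5% CO2; Evaluation: percent activation relative to tunicamycin reference.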
TIM10 inh: growth inhibitors of isogenic TIM10 control yeast, primary screen, counter-screen for tim10-1 yeast inhibitor project, luminescence, uHTS; actives 1.4% (n = 330,000); S. cerevisiae TIM10 strain growth, BacTiter-Glo luminescence, 24 h; inhibition, % at 10 µM; AID 463195, 2010;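 active = inhibition of 40% or more at the single tested concentration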;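 note: wild-type TIM10 isogenic control strain grown at permissive 25 °C; 0% = DMSO yeast wells and 100% = minimal medium wells without yeast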
APJ antag: antagonists of human apelin receptor APJ, primary screen, CHO-K1 cells, beta-arrestin complementation, luminescence; P35414; inhibition, % at 20 µM; actives 0.32% (n = 330,000); AID 2521, 2010;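 active = inhibition above about 40% at 20 µM, limit read from the data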;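 note: cells challenged with 10 nM apelin-13 agonist together with compound; plate controls were apelin-13 plus DMSO wells for no effect and DMSO wells lacking apelin-13 for full effect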
Target sequence (P35414 whole entry, looked up): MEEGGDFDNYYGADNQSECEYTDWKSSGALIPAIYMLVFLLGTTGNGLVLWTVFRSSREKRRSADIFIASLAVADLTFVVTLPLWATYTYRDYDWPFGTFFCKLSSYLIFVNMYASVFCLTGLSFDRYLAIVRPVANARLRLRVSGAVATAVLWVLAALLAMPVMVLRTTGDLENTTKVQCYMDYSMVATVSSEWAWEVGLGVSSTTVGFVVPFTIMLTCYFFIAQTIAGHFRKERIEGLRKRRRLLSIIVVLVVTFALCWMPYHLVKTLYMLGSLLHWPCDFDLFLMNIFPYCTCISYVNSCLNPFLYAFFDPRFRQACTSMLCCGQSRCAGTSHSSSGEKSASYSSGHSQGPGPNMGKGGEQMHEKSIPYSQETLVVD
CXCR6 block: CXCR6 receptor inhibitors, primary screen, cell-based, beta-arrestin, luminescence, CHO-K1 PathHunter, 1536-well | inhibition, % at 20 µM | actives 0.36% (n = 360,000); in the data active = inhibition above about 34%, passing the limit was not always enough;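 note: antagonist mode with CXCL16 agonist at 10 nM final; 0% = 10 nM CXCL16 with DMSO and 100% = unstimulated wells without agonist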
Target sequence (O00574 whole entry, looked up): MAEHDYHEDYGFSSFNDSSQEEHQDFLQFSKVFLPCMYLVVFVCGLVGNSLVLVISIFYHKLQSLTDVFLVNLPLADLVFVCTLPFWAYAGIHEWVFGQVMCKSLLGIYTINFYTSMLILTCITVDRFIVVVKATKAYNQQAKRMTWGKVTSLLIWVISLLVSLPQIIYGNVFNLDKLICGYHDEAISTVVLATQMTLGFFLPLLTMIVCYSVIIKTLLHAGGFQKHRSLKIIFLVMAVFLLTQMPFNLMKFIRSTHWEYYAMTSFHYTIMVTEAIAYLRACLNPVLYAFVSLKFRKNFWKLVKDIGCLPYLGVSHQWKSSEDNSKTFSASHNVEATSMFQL
APJ ag: agonists of human apelin receptor APJ, primary screen, CHO-K1 cells, PathHunter beta-arrestin, luminescence; 0% DMSO wells, 100% apelin; activation, % at 20 µM; actives 0.11% (n = 330,000); AID 2520, 2010;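 active = activation more than six SD over the plate average, tested at 20 µM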;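 note: 0% = DMSO alone and 100% = apelin-13 at 10 nM; some results filed as inactive read as strong as hits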
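Assay system: CHO-K1 cells stably expressing ProLink-tagged human APJ and arrestin–beta-gal acceptor. Compound dosing: 20 µM single point, 1% DMSO. Times: 16-18 h seeding, 90 min dark compound exposure, 60 min detection. Detection: beta-gal luminescence. Evaluation: APJ–arrestin association signal. Controls: negative DMSO alone, positive Apelin-13 at 10 nM.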
tim10-1 inh: growth inhibitors of tim10-1 mutant yeast, primary screen, luminescence, uHTS; S. cerevisiae tim10-1 ts strain growth, BacTiter-Glo, 24 h; inhibition, % at 20 µM; actives 2.2% (n = 330,000); AID 463190, 2010;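 active = inhibition of at least 40%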;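 note: mutant grown at 25 °C; 0% = DMSO wells with yeast and 100% = wells holding no yeast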
* = called active by the depositor; · = not tested or not shown.

SMILES	tim23-1 inh	UPR CHOP act	Mdm2-MdmX inh	UPR XBP1 act	TIM10 inh	APJ antag	CXCR6 block	APJ ag	tim10-1 inh
COC(=O)C1=C[C@@H](C(=O)OC)[C@@H]2C3=C(C(=O)C2(C)C)[C@H](C)n2c(=O)n(-c4ccccc4)c(=O)n2[C@@H]3C1	14	0.4	10	-2	-5	3	-9	-5	-1
CC(=O)Nc1cc(O)cc(O)c1	4	-0.8	2	-3	13	1	1	-1	-11
COc1ccc(CNC2CCCC2)c(OC)c1OC	-2	0.1	26	-3	-32	0	9	0	-1
O=C(O/N=C/c1cccc([N+](=O)[O-])c1)C1CC1	15	-0.6	3	-7	-8	-20	-2	1	3
O=C(O)CN(Cc1ccco1)S(=O)(=O)c1ccc(F)cc1	-2	0.3	-22	-1	6	3	-2	0	6
COc1cc(C(O)P(=O)(OC(C)C)c2ccc(N(C)C)cc2)cc(OC)c1OC (stereo not drawn)	12	-0.8	-33	-4	3	6	1	-2	10
CCOC(=O)C1CCCN(C(=O)c2ccc([N+](=O)[O-])c(C)c2)C1 (stereo not drawn)	9	-0.7	6	-2	11	4	3	-2	8
CS(=O)(=O)N(CC(=O)N1CCCC1)c1ccc(OCc2ccccc2)cc1	21	-3.0	2	2	12	5	-5	1	-5
Cc1ccc(CNc2nc(C)c(C(=O)N(C)C)s2)cc1	11	5.4	-25	2	10	12	-5	0	-10
CCC(CC)c1nnc(NC(=O)CCc2ccc(OC)cc2)s1	17	0.8	-25	-5	-5	5	-2	0	4
N#C/C=C/N1CCN(C(=O)c2ccco2)CC1	19	-0.9	2	3	6	3	0	-5	20
Cn1c(Cc2ccccc2)nnc1SCc1ccc(C(=O)O)cc1	-1	-0.2	7	-4	0	1	1	-3	15
CCOC(=O)c1c(C)[nH]c(C(=O)CN2C(=O)NC(C)(C)C2=O)c1C	1	-0.2	7	-4	4	17	5	5	-14
CCN(CC)C(=O)CN1C(=O)NC2(CCc3ccccc3C2)C1=O (stereo not drawn)	-5	-2.5	12	1	-7	15	8	-4	9
N=C1/C(=C\c2ccc(-c3cc(Cl)cc(Cl)c3)o2)C(=O)N=C2SC=C(c3ccccc3)N12	-1	0.2	7	-2	-6	35	31	-3	-4
CCOC(=O)c1cc2c(=O)n3ccccc3nc2n(Cc2ccccc2)c1=N	14	1.0	14	-2	4	9	16	-3	19
Cc1cccc2sc(N3CCN(C(=O)C4COc5ccccc5O4)CC3)nc12 (stereo not drawn)	26	1.1	4	1	10	1	-13	1	22
CC(=O)c1sc(NC(=O)CCS(=O)(=O)c2ccc(C)cc2)nc1C	27	0.2	39	1	6	8	-7	-7	28
Cc1ccc(OCc2cc(C(=O)N3CCCC(O)C3)no2)cn1 (stereo not drawn)	14	3.4	10	-2	2	6	-2	-8	23
O=C(CSc1nnnn1Cc1ccccc1)N1CCN(c2ccccc2)CC1	-2	0.2	7	0	-24	0	-3	0	25
CCCCN(C(=O)CCC(=O)OCC(=O)NCc1ccccc1)c1c(N)n(CCC)c(=O)[nH]c1=O	-5	1.5	-21	0	6	1	0	-2	6
O=C(c1cccc(S(=O)(=O)Nc2ccccc2Cl)c1)N1CCN(c2ccccc2O)CC1	20	1.2	-17	-5	4	-7	-2	2	18
CCOCCOC(=O)C1=C(C)N(C)C(=O)NC1c1cc(Cl)c(O)c(OCC)c1 (stereo not drawn)	0	-1.3	-3	5	-16	2	-2	3	10
CN(CC(=O)Nc1ccccc1Br)C(=O)c1ccccc1OCc1ccc(F)cc1	29	0.3	3	-4	1	-17	-1	-3	30
CNc1nccc(-c2ccc(Cl)cc2)c1C#N	11	2.2	34	5	-27	12	11	-3	-18
SMILES	tim23-1 inh	UPR CHOP act	Mdm2-MdmX inh	UPR XBP1 act	TIM10 inh	APJ antag	CXCR6 block	APJ ag	tim10-1 inh
Cc1ccn2c(NC(=O)c3cccs3)c(-c3ccccc3)nc2c1	22	1.3	8	-1	13	-7	-5	1	1
CCOc1ccc(NC(=O)CS(=O)CC(=O)N(CC(=O)NC(C)(C)C)C2CCCC2)cc1 (stereo not drawn)	-1	1.2	1	-1	10	14	3	1	-16
COc1ccc(NC(=O)N2CCN(S(=O)(=O)c3ccc(F)cc3)CC2)c(OC)c1	16	0.8	16	-1	5	-41	-5	10	-9
CCn1cc(CN2CCCC(CNC(=O)COc3ccccc3OC)C2)c(C)n1 (stereo not drawn)	0	-2.0	5	-9	-13	-4	-2	-2	-9
CC(C)(C)c1ccc(-c2noc(-c3ccno3)n2)cc1	28	1.9	-158	4	-13	-2	11	-3	25
Cn1cc([N+](=O)[O-])c(C(=O)N(Cc2ccccc2)Cc2ccccc2)n1	7	-0.7	17	1	12	-6	11	-3	-3
CCN(CC)S(=O)(=O)c1ccc2c(c1)nc(SCC(=O)N1CCCCCC1)n2-c1ccc(OC)cc1	34	0.0	19	-3	16	12	11	1	24
CC1Sc2ccc(S(=O)(=O)CCC(=O)NCc3cccs3)cc2NC1=O (stereo not drawn)	5	0.6	24	-2	-4	17	11	-2	13
Cc1ccc(/C=C/C(=O)N2CCN(c3ncccn3)CC2)o1	12	4.3	-13	0	5	11	3	-3	4
O=C(Cn1nc(-c2ccccc2)ccc1=O)NCCCN1CCOCC1	-3	1.0	26	0	-3	-5	2	-2	-3
O=C(O)c1cn[nH]c1-n1cnnn1	1	-1.3	11	-2	9	7	-1	-2	20
COc1ccc(C(=O)NNC(=O)C2CC=CCC2)cc1 (stereo not drawn)	-4	2.1	-15	-2	-1	-2	-6	-3	-9
CCOC(=O)C1CCCN(C(=O)c2cn(C)c(=O)c3cc(OC)c(OC)cc23)C1 (stereo not drawn)	9	-1.0	16	0	5	6	4	-4	1
Clc1ccc(SCc2nc3ccccc3[nH]2)cc1	27	1.5	-31	2	18	-3	0	-4	26
COc1cccc(NC(=S)N(CCCN2CCCC2)Cc2ccco2)c1	9	-0.6	5	1	-12	21	1	-1	18
Cc1cc(C(=O)NN=C(CCC(=O)O)c2cccs2)c(C)o1	2	2.2	-13	-2	1	-22	6	0	-1
COC(CNC(=O)C(=O)Nc1ccc2c(c1)N(S(=O)(=O)c1cccs1)CCC2)OC	38	-1.5	24	-1	21	9	-1	-6	28
COc1ccc(CCNC(=O)C2(C)CCC(=O)N2Cc2ccc(F)cc2Cl)cc1OC (stereo not drawn)	1	1.9	2	7	19	9	5	0	4
NC(=O)NNC(=S)Nc1cccc2ccccc12	10	-1.1	-1	-4	-4	24	16	-2	0
Cn1cc(CCC(=O)N2CCCC(Nc3ccc(F)cc3)C2)cn1 (stereo not drawn)	5	-1.0	0	-4	12	1	5	23	1
COc1ccc(CCN(C)C(=O)c2ccc(S(=O)(=O)Nc3ccccc3C)cc2)cc1OC	17	-0.4	11	-1	7	9	·	-2	14
CSC1=NCCN1C(=O)c1cccc(Br)c1	-3	0.8	-2	0	10	2	9	-4	-2
COC(=O)c1ccc(C2C(C#N)=C(N)Oc3cc(O)ccc32)cc1 (stereo not drawn)	6	-3.2	13	3	-5	-1	2	-6	9
Cc1cc(=O)[nH]c(N/N=C/c2cccs2)n1	-5	0.8	-6	3	-5	-9	-1	-1	14
COc1ccc(NC(=O)CSC(C)c2nc3ccccc3c(=O)[nH]2)cc1 (stereo not drawn)	8	0.7	18	-3	-2	11	1	2	-7
SMILES	tim23-1 inh	UPR CHOP act	Mdm2-MdmX inh	UPR XBP1 act	TIM10 inh	APJ antag	CXCR6 block	APJ ag	tim10-1 inh
CN(C1CCCCC1)S(=O)(=O)c1ccc(C(=O)Nc2sc3c(c2C(N)=O)CC(C)(C)NC3(C)C)cc1	14	2.2	28	-3	11	23	12	11	-13
O=C(O)c1cnccn1	7	-0.3	-22	-10	4	8	-9	-2	1
COc1ccc(N(C(=O)c2ccco2)S(=O)(=O)c2cccc([N+](=O)[O-])c2)cc1	3	-1.6	7	-3	-3	-7	9	1	19
N#C/C(C(=O)NCc1ccco1)=C1/SC(Cc2ccc(Cl)cc2)C(=O)N1c1ccccc1 (stereo not drawn)	13	-0.8	6	-2	-3	-9	4	-5	13
CCn1ncc(C2=NOC(C(=O)Nc3ccc(C)cc3)C2)c1C (stereo not drawn)	5	0.8	20	0	-8	8	-5	2	8
CCOc1ccc(C2C3=C(CCCC3=O)Nc3ccc4ncccc4c32)cc1 (stereo not drawn)	5	4.5	38	5	5	18	3	-4	4
CCc1ccc(NC(=O)CSc2nnc(Cc3cccn3C)n2-c2ccc(F)cc2)cc1	16	0.0	1	-3	2	12	1	-4	24
Cc1nnc(Nc2ccccc2)n(N)c1=O	12	1.1	-10	3	6	-2	9	0	9
COc1ccccc1CCC(=O)N1CCN(C(=O)c2ccccc2)CC1	12	1.6	-8	-1	7	18	5	-1	17
Cc1c(C2OC(=O)C3(CCCCC3)C(=O)C2(C)C)c(=O)n(-c2ccccc2)n1C (stereo not drawn)	7	0.3	13	2	20	-11	5	-1	26
CC(C)(C)C1CCC(=O)C(C2(O)C(=O)Nc3ccccc32)C1 (stereo not drawn)	3	0.7	-5	2	-8	-18	-10	-4	-6
Cn1c(=O)oc2cc(S(=O)(=O)N3CCN(c4ccccc4F)CC3)ccc21	5	0.8	-2	-2	4	13	-12	2	-6
CCOC(=O)c1c(NC(=O)C(Sc2ccccc2)c2ccccc2)sc(C(=O)N(C)C)c1C (stereo not drawn)	16	-0.9	38	5	15	5	17	0	15
COc1ccccc1OCCn1cc(/C=C(\C#N)C(=O)NCc2ccco2)c2ccccc21	8	-0.9	23	-3	-2	9	5	-2	10
CCn1c(COc2ccccc2C)nnc1SCC(=O)N1CCCCC1	-3	-1.4	27	2	-12	3	13	-4	10

An excerpt from above, limited to APJ ag.
molecule | APJ ag
N#C/C=C/N1CCN(C(=O)c2ccco2)CC1 | -5
Cc1cc(=O)[nH]c(N/N=C/c2cccs2)n1 | -1

Another view of some results above.
canonical_smiles,tim23-1 inh,UPR CHOP act,Mdm2-MdmX inh,UPR XBP1 act,TIM10 inh,APJ antag,CXCR6 block,APJ ag,tim10-1 inh
COc1ccccc1CCC(=O)N1CCN(C(=O)c2ccccc2)CC1,12,1.6,-8,-1,7,18,5,-1,17
Cc1nnc(Nc2ccccc2)n(N)c1=O,12,1.1,-10,3,6,-2,9,0,9

Single entries from the entries so far.
In APJ antag, `CCn1ncc(C2=NOC(C(=O)Nc3ccc(C)cc3)C2)c1C` (stereo not drawn) reads 8
In TIM10 inh, `CC(C)(C)C1CCC(=O)C(C2(O)C(=O)Nc3ccccc32)C1` (stereo not drawn) reads -8

From PubChem

The list is partial; count on the stated rates, not on these rows.
